ASM inhibitor – Inhibitors of Secretory Acid Sphingomyelinase (S-ASM): qHTS | Sphingomyelin phosphodiesterase (Homo sapiens), P17405 | placental ASM, HMU-PC fluorogenic substrate, 60 min | Potency, µM (titrated, usually from 57.5 µM), without a hit: at the highest dose activity change, negative = inhibition, hits mostly inhibitors | 340,000 compounds, 0.006% hits; also: potency is read from the fitted curve at half-maximal effect
Target sequence (P17405 47-631 limits assumed): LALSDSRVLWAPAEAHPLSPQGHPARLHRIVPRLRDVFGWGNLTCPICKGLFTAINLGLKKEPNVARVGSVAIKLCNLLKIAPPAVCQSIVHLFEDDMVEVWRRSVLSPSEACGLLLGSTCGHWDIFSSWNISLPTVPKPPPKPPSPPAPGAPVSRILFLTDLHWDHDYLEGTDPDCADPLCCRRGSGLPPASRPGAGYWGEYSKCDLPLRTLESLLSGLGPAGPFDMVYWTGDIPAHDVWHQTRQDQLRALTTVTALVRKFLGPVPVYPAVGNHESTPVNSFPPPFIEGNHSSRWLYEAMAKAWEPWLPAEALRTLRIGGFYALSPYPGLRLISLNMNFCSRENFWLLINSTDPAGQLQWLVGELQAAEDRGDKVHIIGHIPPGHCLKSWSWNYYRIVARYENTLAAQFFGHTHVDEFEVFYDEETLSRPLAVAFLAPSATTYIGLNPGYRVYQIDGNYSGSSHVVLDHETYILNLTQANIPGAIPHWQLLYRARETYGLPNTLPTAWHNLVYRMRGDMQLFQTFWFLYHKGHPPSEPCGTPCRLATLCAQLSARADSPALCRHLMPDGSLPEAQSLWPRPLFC
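Fluorogenic HMU-PC substrate (9 uM final) is turned over by placental ASM in 60 min at 37 C after a 10 min compound preincubation. Reaction ended by alkaline stop (pH 10), with fluorescence read at 386/447 nm.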
hERG WT inh – qHTS for Inhibitors of KCHN2 3.1: Wildtype qHTS; Voltage-gated inwardly rectifying potassium channel KCNH2 (Homo sapiens), Q12809; U2OS, BacMam KCNH2, thallium flux FluxOr; hits give low values; activity change, % at 1.84 µM; 340,000 compounds, 0.37% hits;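 active = maximum activity change below -70%; inconclusive = maximum activity change between -70% and -50%; inactive = maximum activity change above -50%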; also: % is scaled to controls: 0 for no effect and ±100 for the full control effect
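U2OS cells transduced with wild-type KCNH2 virus are loaded with FluxOr dye for 45 min, and thallium flux is measured in kinetic reads before and after stimulation buffer. Rate constants are normalized to DMSO controls.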
Menin-MLL TR inh – qHTS Assay for Inhibitors Targeting the Menin-MLL Interaction in MLL Related Leukemias: Competition With Texas Red Labeled MLL-derived Mutant Peptide | Menin + Texas Red MLL mutant peptide, fluorescence polarization | Potency, µM (highest dose often 61.6 µM), for inactives: at the top dose FP activity change, negative = inhibition, hits mostly inhibitors | 270,000 compounds, 0.23% hits | O00255 | AID 1768, 2009; active = well fitted inhibition curve with a large enough effect in the polarisation, with a control signal flat, not every such curve was filed as active; inconclusive = small, poorly fitted or top-dose-only effect, or effect the other way, or a change in a side signal; inactive = no such curve, though single readings can be large or run the other way; the % refers to the polarisation; also: potency is read from the fitted curve at half-maximal effect; % of control where 0% means no effect; many of its hits are not listed in these tables
PKM2 activator – qHTS Assay for Activators of Human Muscle isoform 2 Pyruvate Kinase; purified PKM2, Kinase-Glo ATP luminescence, activation; response scale: 0% is enzyme alone, no compound; Potency, µM (doses to about 57.5 µM), for inactives: at the top dose activation, hits mostly activators; 260,000 compounds, 0.34% hits; AID 1631, 2009; also: potency is read from the fitted curve at half-maximal effect; % is scaled to controls: 0 for no effect and ±100 for the full control effect; nearly all actives have a fitted effect of over 55% in size
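ATP formation by purified human PK-M2, quantified via coupled luciferase luminescence after 1 h at room temperature with 0.1 mM ADP and 0.5 mM PEP final.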
An asterisk follows results filed as active; ? = inconclusive; . = not tested or not shown; & = joins results of further samples; [ ] = dose if it differs, or a comment. Unless noted, calls follow the shape of the dose curve; as a rule, active = well fitted curve in the direction sought with a large enough effect; inconclusive = small, poorly fitted or top-dose-only effect, or another doubt; inactive = no such curve, though single readings can be large; an effect the other way counts as inactive or inconclusive.

structure | ASM inhibitor | hERG WT inh | Menin-MLL TR inh | PKM2 activator
Cc1ccc2c(Cl)cc(Cl)c(O)c2n1 | -7% | -6 | 16%&5% | .
Cc1c(N)cccc1Cl | -2% | -9 | -3% | .
Cn1ccc2cc(NC(=O)Nc3cccnc3)ccc21 | -5% | -2 | ? | .
O=c1c(O)c(-c2ccc(O)c(O)c2)oc2cc(O)ccc12 | -10% | -3 | 36%[activator] | .
CCC/C=C1/CCCOC(C(=O)NCc2ccccn2)(C(F)(F)F)C1 (stereo not given) | 9% | 3 | -19% | .
COc1ccc(C2=CC3=C(Br)C(=O)C(C)(OC(=O)c4cccs4)C(=O)C3=CO2)cc1 (stereo not given) | 3% | -16 | 4% | .
Nc1nc(F)nc2c1ncn2[C@@H]1O[C@H](CO)[C@@H](O)[C@H]1O | 1% | 7 | 1% | .
CCC1(CC)C(=O)C2=C3C1[C@H](C(=O)OC)CC(C(=O)OC)C[C@H]3n1c(=O)n(-c3ccccc3)c(=O)n1[C@H]2C (stereo not given in full) | 13% | -12 | 6% | .
COc1ccc2c(C)cc(=O)oc2c1 | 1% | 2 | -3% | .
Cc1cccc(C)c1NC(=O)CN1CCCC1 | 2% | 2 | -6% | .
O=C1C=CC2=C3c4cc(O)c(O)cc4CC3(O)COC2=C1O (stereo not given) | -27% | -8 | ? | .
CCN(CC)c1ccc(C(=C2C=CC(=[N+](CC)CC)C=C2)c2ccccc2)cc1 | -20% | -15 | -28% | .
O=C(O)c1cc2ccccc2[nH]1 | 3% | 1 | 11% | .
COc1[nH]c2ccc(F)cc2c1C(=O)OCC1CCN(CCNS(C)(=O)=O)CC1 | 1% | -4 | 1% | .
C=C[C@@]1(C)CC(=O)[C@]2(O)[C@@]3(C)[C@@H](O)CCC(C)(C)[C@@H]3[C@H](O)[C@H](OC(C)=O)[C@@]2(C)O1 | -1% | -11 | 11% | .
COc1cc2ccc(=O)oc2c(O)c1O | 29% | -6 | 10%[24.8 µM] | .
CCC/C=C1/CCCOC(C(=O)NCCN2CCOCC2)(C(F)(F)F)C1 (stereo not given) | 7% | 0 | 2% | .
O=C(NCCN1CCOCC1)C1(C(F)(F)F)C/C(=C\Cc2ccccc2)CCCO1 (stereo not given) | 4% | 3 | -11% | .
CN(Cc1cnc2nc(N)nc(N)c2n1)c1ccc(C(=O)NC(CCC(=O)O)C(=O)O)cc1 (stereo not given) | 257%[activator] | -8 | 5% | .
CC1(OC(=O)c2cccs2)C(=O)C=C2C=C(C3CC3)OC=C2C1=O (stereo not given) | 2% | 4 | -1%&19% | .
CCC[C@@H]1CCCO[C@@](C(=O)NCc2ccccn2)(C(F)(F)F)C1 | 0% | -3 | 0% | .
CCC1=C(C)CN(C(=O)NCCc2ccc(S(=O)(=O)NC(=O)NC3CCC(C)CC3)cc2)C1=O (stereo not given) | -9% | -7 | -9% | .
CCCCCCCCCCCC1=C(O)C(=O)C=C(O)C1=O | 10% | 5 | ? | .
C[C@H]1C=CC(=O)O[C@H]1c1ccccc1 | 3% | -2 | 3% | .
C1N2CN3CN1CN(C2)C3 | -7% | -16 | 14% | .
O=C(NCc1ccccn1)C1(C(F)(F)F)C/C(=C\CCO)CCCO1 (stereo not given) | -2% | -5 | -3% | .
Nc1ccc(S(N)(=O)=O)cc1 | -11% | -7 | -2% | .
N[C@@H](Cc1cc(I)c(Oc2cc(I)c(O)c(I)c2)c(I)c1)C(=O)O | -9% | -6 | ? | .
OC[C@H]1O[C@@H](n2cnc3c(NCc4ccco4)ncnc32)[C@H](O)[C@@H]1O | 2% | 2 | 9% | .
CC(Cc1ccc(O)c(O)c1)C(C)Cc1ccc(O)c(O)c1 (stereo not given) | . | -2 | 43%[activator] | .

14 entries out of the list, arranged by molecular weight, lowest first:
structure | ASM inhibitor | hERG WT inh | Menin-MLL TR inh | PKM2 activator
COc1ccc2c(C)cc(=O)oc2c1 | 1% | 2 | -3% | .
Cc1ccc2c(Cl)cc(Cl)c(O)c2n1 | -7% | -6 | 16%&5% | .
Nc1nc(F)nc2c1ncn2[C@@H]1O[C@H](CO)[C@@H](O)[C@H]1O | 1% | 7 | 1% | .
CCCCCCCCCCCC1=C(O)C(=O)C=C(O)C1=O | 10% | 5 | ? | .
O=C1C=CC2=C3c4cc(O)c(O)cc4CC3(O)COC2=C1O (stereo not given) | -27% | -8 | ? | .
OC[C@H]1O[C@@H](n2cnc3c(NCc4ccco4)ncnc32)[C@H](O)[C@@H]1O | 2% | 2 | 9% | .
O=C(NCc1ccccn1)C1(C(F)(F)F)C/C(=C\CCO)CCCO1 (stereo not given) | -2% | -5 | -3% | .
CCC/C=C1/CCCOC(C(=O)NCCN2CCOCC2)(C(F)(F)F)C1 (stereo not given) | 7% | 0 | 2% | .
O=C(NCCN1CCOCC1)C1(C(F)(F)F)C/C(=C\Cc2ccccc2)CCCO1 (stereo not given) | 4% | 3 | -11% | .
CN(Cc1cnc2nc(N)nc(N)c2n1)c1ccc(C(=O)NC(CCC(=O)O)C(=O)O)cc1 (stereo not given) | 257%[activator] | -8 | 5% | .
COc1ccc(C2=CC3=C(Br)C(=O)C(C)(OC(=O)c4cccs4)C(=O)C3=CO2)cc1 (stereo not given) | 3% | -16 | 4% | .
CCC1=C(C)CN(C(=O)NCCc2ccc(S(=O)(=O)NC(=O)NC3CCC(C)CC3)cc2)C1=O (stereo not given) | -9% | -7 | -9% | .
CCC1(CC)C(=O)C2=C3C1[C@H](C(=O)OC)CC(C(=O)OC)C[C@H]3n1c(=O)n(-c3ccccc3)c(=O)n1[C@H]2C (stereo not given in full) | 13% | -12 | 6% | .
N[C@@H](Cc1cc(I)c(Oc2cc(I)c(O)c(I)c2)c(I)c1)C(=O)O | -9% | -6 | ? | .

Profiles, looked up by structure. Screens in order: ASM inhibitor | hERG WT inh | Menin-MLL TR inh | PKM2 activator
COc1cc2ccc(=O)oc2c(O)c1O reads 29% | -6 | 10%[24.8 µM] | .
Cn1ccc2cc(NC(=O)Nc3cccnc3)ccc21 reads -5% | -2 | ? | .

Continuation:
structure | ASM inhibitor | hERG WT inh | Menin-MLL TR inh | PKM2 activator
C[N+]1(C)CCCC(OC(=O)C(O)(c2ccccc2)c2ccccc2)C1 (stereo not given) | 0% | 2 | 6% | .
O=S(=O)(O)CCS | 4% | -5 | 2%&3% | .
COC(=O)c1ccc(C(NC(=O)OCc2ccccc2)/C(F)=C/[C@@H](C)C(=O)O)cc1 (stereo not given in full) | 2% | 12 | -3% | .
CCC1(CC)C(=O)C2=C3C1[C@H](C(=O)OC)C=C(C(=O)OC)C[C@H]3[C@H]1C(=O)NC(=O)[C@H]1[C@H]2C (stereo not given in full) | 2% | 15 | 4% | .
CC(C)(C)OC(=O)NCCCCC1=CC2=CC(=O)C(C)(O)C(=O)C2=CO1 (stereo not given) | 19% | 3 | -3% | .
O=C(NCc1ccccc1)[C@]1(C(F)(F)F)C[C@H](CCc2ccccc2)CCCO1 | 0% | -1 | 4% | .
CCCCC(CC)CN1CN(CC(CC)CCCC)CC(C)(N)C1 (stereo not given) | -2% | -14 | -10% | .
COC(=O)C1=C(C(=O)OC)[C@@H]2Nc3ccccc3[C@@]23C[C@@H](C(=O)OC)N(C(=O)C2CCC2)C3=N1 | 0% | 26 | -20%[11.7 µM] | -3%[11.5 µM]
COC/C=C/C1=CC2=CC(=O)C(C)(OC(=O)c3cnc4ccccc4n3)C(=O)C2=CN1C1CC1 (stereo not given) | 0% | -4 | -19%[11.7 µM] | 0%[11.5 µM]
COC(=O)C1=C(C)N(Cc2ccco2)C(=O)N[C@@H]1c1ccco1 | 2% | -18 | 11%[11.7 µM] | 2%[11.5 µM]
COC/C=C/C1=CC2=CC(=O)C(C)(OC(=O)c3cnc4ccccc4n3)C(=O)C2=CN1Cc1ccco1 (stereo not given) | -4% | -4 | -13%[11.7 µM] | 2%[11.5 µM]
CCN1C(=O)N[C@@H](CCc2ccccc2)[C@H](C(=O)OC)[C@H]1C | 7% | 1 | -1%[11.7 µM] | -6%[11.5 µM]
CC#CCN1C(=O)N[C@@H](c2ccccc2)C(C(=O)OC)=C1C | 2% | -9 | 3%[11.7 µM] | -3%[11.5 µM]
COCCN1C(=O)N[C@@H](c2cccc(C(F)(F)F)c2)[C@@H](C(=O)OC)[C@H]1C | -1% | 11 | -11%[11.7 µM] | -5%[11.5 µM]
CC[C@@H](C)CN1C(=O)N[C@@H](c2ccccc2)C(C(C)=O)=C1C | -8% | -4 | 1%[11.7 µM] | -6%[11.5 µM]
COC(=O)CCC(=O)OC1(C)C(=O)C2=CN(CCc3c[nH]c4ccccc34)C(c3ccc(OC)cc3)=CC2=C(Br)C1=O (stereo not given) | 27% | -1 | 2%[11.7 µM] | 4%[11.5 µM]
COCCN1C(=O)N[C@@H](c2cccc(F)c2)C(C(C)=O)=C1C | -1% | -12 | -5%[11.7 µM] | 1%[11.5 µM]
CCN1C(=O)N[C@@H](c2ccco2)C(C(C)=O)=C1C | 0% | 1 | 5%[11.7 µM] | -1%[11.5 µM]
COC(=O)CCC(=O)OC1(C)C(=O)C2=CN(Cc3ccccc3)C(c3ccc(OC)cc3)=CC2=C(Br)C1=O (stereo not given) | 35%[activator] | -6 | -14%[11.7 µM] | 0%[11.5 µM]
COC/C=C/C1=CC2=CC(=O)C(C)(OC(=O)c3cnc4ccccc4n3)C(=O)C2=CN1c1ccc(OC)cc1 (stereo not given) | 3% | -1 | -17%[11.7 µM] | 0%[11.5 µM]

Compound activity (PubChem)

The list is partial; count on the stated rates, not on these rows.
